Source: PubChem BioAssay
D2 potentiator = HTS Assay for Positive Allosteric Modulators of the Human D2 Dopamine Receptor: Primary Screen for Potentiators; HEK293 T-REx D2, calcium flux, EC20 dopamine potentiation; potentiation, % at 10 µM; actives 0.34% (n = 340,000); AID 485347, 2010;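 active = potentiation over 3 SD above the plate norm, cut at about 30% in these data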; note: 0% is about no effect
Target sequence (P14416 whole entry, looked up): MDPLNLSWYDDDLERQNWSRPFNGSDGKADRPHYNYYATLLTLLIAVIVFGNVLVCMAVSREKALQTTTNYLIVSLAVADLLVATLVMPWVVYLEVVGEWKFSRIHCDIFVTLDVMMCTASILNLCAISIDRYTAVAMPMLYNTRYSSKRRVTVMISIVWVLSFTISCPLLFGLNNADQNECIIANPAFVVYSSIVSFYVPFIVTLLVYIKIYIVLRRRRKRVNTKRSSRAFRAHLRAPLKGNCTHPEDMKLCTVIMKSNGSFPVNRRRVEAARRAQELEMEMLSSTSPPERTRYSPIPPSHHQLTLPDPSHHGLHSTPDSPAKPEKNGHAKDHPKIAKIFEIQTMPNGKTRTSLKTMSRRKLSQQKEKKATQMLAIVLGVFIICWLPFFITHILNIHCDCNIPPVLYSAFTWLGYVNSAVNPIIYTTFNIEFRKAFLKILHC
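Using a no-wash calcium dye in inducible, force-coupled HEK293 Trex cells expressing D2, we tracked fluorescence each second for 180 s after compound, then for 180 s after EC20 dopamine to detect augmented signalling.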
D1 antagonist = Antagonist of Human D 1 Dopamine Receptor: qHTS | HEK293 TREx D1 cells, calcium flux, dopamine EC80; stronger effect = lower value | activity change, negative = inhibition, % at 10 µM | actives 3.2% (n = 360,000); in the data active = activity change below about -30%; note: % is set by controls: 0 for no effect and ±100 for the full control effect
Target sequence (P21728 whole entry, looked up): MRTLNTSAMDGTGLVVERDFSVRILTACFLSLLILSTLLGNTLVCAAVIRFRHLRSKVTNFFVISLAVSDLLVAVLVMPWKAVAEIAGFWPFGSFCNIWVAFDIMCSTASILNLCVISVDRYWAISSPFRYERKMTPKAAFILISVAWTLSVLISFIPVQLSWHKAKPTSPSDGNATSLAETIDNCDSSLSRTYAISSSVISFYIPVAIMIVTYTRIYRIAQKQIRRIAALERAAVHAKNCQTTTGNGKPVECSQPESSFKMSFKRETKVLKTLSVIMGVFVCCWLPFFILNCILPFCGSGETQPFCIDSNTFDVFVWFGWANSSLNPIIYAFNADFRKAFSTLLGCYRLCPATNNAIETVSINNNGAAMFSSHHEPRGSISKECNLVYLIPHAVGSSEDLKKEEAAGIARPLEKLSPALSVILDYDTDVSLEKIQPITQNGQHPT
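Allosteric or orthosteric antagonism assessed as attenuation of the calcium response to EC80 dopamine, added 180 s after compound, in induced HEK293 Trex D1 cells loaded with no-wash calcium dye.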
GRP78 ERSR act = qHTS for Inducers of the Endoplasmic Reticulum Stress Response (ERSR) in Human Glioma: qHTS; actives 0.02% (n = 420,000); U87-MG GRP78 promoter luciferase reporter, 16 h; AID 602332, 2012; Potency, µM, without a hit: top-dose activation, usual class: activators; note: potency is the fitted concentration of half-maximal effect; series mostly up to about 76 µM; % of control where 0% means no effect; nearly all actives have a fitted effect of over 35% in size
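Stably transfected U87-MG glioma cells carrying a GRP78-based luciferase sensor; 16 h compound incubation. Luminescence end-point read 10 min after Bright-Glo addition at room temperature.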
Vif-A3F inh = qHTS for Inhibitors of Vif-A3F Interactions: qHTS. actives 0.2% (n = 390,000). Potency, µM (titrated, usually from 46.1 µM), for the others: at the highest dose activity, negative = active. HeLa A3F-eYFP + Vif (tagged APOBEC3F with the HIV-1 protein that degrades it), YFP fluorescence increase. AID 602313, 2012; note: potency is the fitted concentration of half-maximal effect; % of control where 0% means no effect; nearly all actives have a fitted effect of over 65% in size
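HeLa cells stably expressing A3F-eYFP plus Vif, plated and incubated overnight at 37 deg C, then exposed to compounds overnight at 37 deg C. Blocked degradation read as raised yellow fluorescence (Ex 488/Em 500-530).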
Vif-A3G inh = qHTS for Inhibitors of Vif-A3G Interactions: qHTS; actives 0.076% (n = 410,000); HeLa A3G-eYFP + Vif (tagged APOBEC3G with the HIV-1 protein that degrades it), YFP fluorescence, overnight; Potency, µM (doses to about 46.1 µM), without a hit: top-dose activity, negative = active, hits mostly inhibitors; DNA dC->dU-editing enzyme APOBEC-3G (Homo sapiens), Q9HC16; AID 602310, 2012;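 note: potency is the fitted concentration of half-maximal effect; % is set by controls: 0 for no effect and ±100 for the full control effect; nearly all actives have a fitted effect of over 60% in size; hits raise eYFP signal because A3G escapes Vif-driven loss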
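HeLa cells stably expressing Vif and C-terminally eYFP-tagged A3G, seeded overnight at 37 deg C, then exposed to compound by pintool overnight at 37 deg C. Rise in yellow fluorescence (Ex 488/Em 500-530, Acumen) marks blocked Vif-driven A3G degradation.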
D1 potentiator = Potentiators of Human D1 Dopamine Receptor: qHTS; potentiation, % at 10 µM; AID 504651, 2011; HEK293 TREx D1 cells, calcium flux, dopamine EC20 potentiation; actives 0.036% (n = 360,000); D(1A) dopamine receptor (Homo sapiens), P21728; in the data active = potentiation above about 30%; note: 0% is about no effect
RXFP1 ag = qHTS Assay for Agonists of the Relaxin Receptor RXFP1 | AID 2676, 2010 | actives 0.3% (n = 370,000) | Relaxin receptor 1 (Homo sapiens), Q9HBX9 | HEK293T-RXFP1 cAMP TR-FRET, 30 min; response scale: percent of porcine relaxin response, buffer zero | Potency, µM (highest dose often 57.5 µM), for inactives: at the highest dose activation, actives largely listed as activators; note: potency is the fitted concentration of half-maximal effect; % is set by controls: 0 for no effect and ±100 for the full control effect; nearly all actives have a fitted effect of over 60% in size; many of its hits are not listed in these tables
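Agonist response is measured as cAMP accumulation in an RXFP1-transfected HEK293T line under PDE4 inhibition. Values are scaled between buffer-only and 29 nM porcine relaxin, and EC50s come from standard Hill equation fits.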
RXFP1 antag = qHTS Assay for Antagonists of the Relaxin Receptor RXFP1. activity change, negative = inhibition, % at 57.5 µM. HEK293-RXFP1, relaxin-stimulated cAMP HTRF, 30 min; stronger effect = lower value. Relaxin receptor 1 (Homo sapiens), Q9HBX9. actives 0.59% (n = 350,000);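 active = activity change of -60% or lower, but not beyond a set lower limit; inconclusive = change between -60% and -40%, or beyond the set limit; inactive = change above -40%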; note: % is set by controls: 0 for no effect and ±100 for the full control effect
D1 ag = Allosteric Agonists of the Human D1 Dopamine Receptor: qHTS | HEK293 T-REx D1 cells, calcium flux, agonist mode | activation, % at 2 µM | actives 1% (n = 360,000) | AID 504660, 2011; in the data active = activation above about 30%; note: 0% is about no effect
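Agonism was scored from calcium flux recorded over 180 s (1 read/s) after pintool compound addition, following a 10-cycle baseline. Cells were inducible force-coupled HEK293 TREx D1, plated overnight at 30 C and loaded with no-wash calcium dye.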
* marks the source's active call; other numbers are inactive results; ? = inconclusive; / = no result given; & = joins results of further samples. Unless noted, calls come from the whole dose curve; as a rule, active = well fitted curve in the direction sought with a large enough effect; inconclusive = small, poorly fitted or top-dose-only effect, or another doubt; inactive = no such curve, though single readings can be large; an effect the other way counts as inactive or inconclusive.

Values in the order – D2 potentiator	D1 antagonist	GRP78 ERSR act	Vif-A3F inh	Vif-A3G inh	D1 potentiator	RXFP1 ag	RXFP1 antag	D1 ag
Cc1ccc(-c2nc3ncccc3o2)cc1NC(=O)C(C)C
→ -4	-28	1%	11%	-6%	0	1.4%	11	6
Cc1cccc(CS(=O)(=O)Cc2ccc(C(=O)NCc3cccs3)o2)c1
→ -24	-6	-2%	6%	0%	-8	-0.9%	5	4
O=C(NCc1ccccc1)C(=O)NCC(c1ccco1)N1CCN(c2ccccc2F)CC1 (configuration not stated)
→ -5	13	-2%	-9%	5%	-7	0.6%	13	2
CC(=O)NNC(=O)c1ccncc1
→ -7	0	-5%	-9%	1%	-7	1.4%	-17	-2
CCN(CC)c1ccc2c(O)cc(=O)oc2c1
→ 8	-8	0%	13%	-1%	-2	1.1%	-25	1
CCN1CCN(CCCNC(=O)c2cc3c(s2)-c2ccccc2OC3)CC1
→ -13&-28	41&-4	-2%&-4%	-2%&-1%	-1%&5%	-13&-7	14%&1.6%	-7&8	0&2
CC(C)c1cnc2c(c1SCC(=O)c1ccc(Cl)cc1)c(=O)n(C)c(=O)n2C
→ 12	15	-5%	0%	0%	-1	-2.0%	-17	3
CCN(CC)CCNC(=O)c1ccc(CSc2nc3ccncc3n2Cc2cccc(F)c2)cc1
→ -4	-4	1%	1%	-2%	-2	-6.4%	-5	-1
COc1ccc(C(=O)NCCC(C)C)cc1S(=O)(=O)N1CCOCC1
→ 4	1	-2%	1%	1%	4	0.4%	-4	2
O=C(CSc1nnc(-c2ccccn2)o1)Nc1ccccc1C(F)(F)F
→ -2	9	-1%	-6%	9%	/	2.5%	0	9
O=C(N/N=C/c1cc(Br)c(Br)o1)c1ccc2c(c1)OCCO2
→ -3	-3	4%	3%	?	-6	-0.9%	-24	2
CCCN(CC(=O)Nc1ccc(F)c(F)c1F)C(=O)c1ccc(=O)n(Cc2ccccc2)n1
→ 13	-5	-4%	4%	1%	3	0.3%	-3	5
CCOC(=O)C1CCCN(CCC(=O)Nc2ccc(Br)cc2)C1 (configuration not stated)
→ -17	-5	-4%	-6%	0%	-2	0.9%	-4	2
O=C(c1ccc(=O)[nH]c1)N(Cc1cccs1)C1(C(=O)NC2CCCC2)CCCCC1
→ -3	15	-3%	-8%	-1%	-6	-2.0%	8	2
O=C(Nc1nnc(CCc2ccccc2)s1)c1ccc(F)cc1
→ 9	4	-2%	2%	1%	0	3.9%	8	2
O=C(CCn1cnc2onc(-c3ccc(F)cc3)c2c1=O)Nc1ccc(F)c(Cl)c1
→ -2	-22	/	/	/	-7	-0.3%	-13	11
Cc1cc(C)n2nc(SCC(=O)N/N=C/c3ccccn3)nc2n1
→ 10	-36*	0%	-6%	1%	1	12%	5	1
CCC1CCCCN1CCCNC(=O)CNC(=O)c1nn(-c2ccc(OC)cc2)c(=O)c2ccccc12 (configuration not stated)
→ 5	-1	-6%	-10%	-6%	0	4.0%	1	4
O=C(NC(=S)NC1CCSC1=O)c1ccccc1Cl (configuration not stated)
→ 24	41	3%	-11%	0%	7	2.3%	11	3
O=C(Cc1ccccc1[N+](=O)[O-])N/N=C/c1cccnc1
→ -3	-10	2%	-2%	2%	-3	-3.6%	7	0
Cc1ccc(Cn2nnc3c(=O)n(CC(=O)NCc4ccco4)cnc32)cc1
→ 14	15	-3%	6%	-21%	3	4.7%	6	3
CCOC(=O)c1c(NC(=O)COC(=O)c2ccc(NC(=O)CC#N)cc2)sc(C(=O)NC)c1C
→ -5	7	-4%	-25%	-13%	3	4.7%	2	3
CC(C)(C)c1ccc(C(=O)Nc2ccc(S(N)(=O)=O)cc2)cc1
→ -11	20	-5%	0%	-4%	0	-3.0%	-16	1
CCOc1cccc(C(=O)Nc2cccc(C(C)=O)c2)c1
→ 17	0	-1%	1%	-1%	-2	0.3%	-2	3
COC(=O)CCn1nc(-c2ccc(Cl)cc2)c2ccccc2c1=O
→ 12	-27	-1%	0%	0%	-4	-0.5%	11	2
Oc1ccc(-c2nc3ccccn3c2NCc2ccco2)cc1
→ 8	5	9%	1%	-1%	2	6.8%	-9	4
O=C(Nc1ccc2c(c1)OCCO2)C1CCN(S(=O)(=O)c2cccc3nsnc23)CC1
→ /	/	-4%	-6%	2%	/	-3.9%	-1	/
Cc1cccc(N(CC(=O)Nc2ccc(F)cc2)S(C)(=O)=O)c1
→ -9	-19	-5%	7%	-8%	-6	1.2%	-4	0
COc1ccc(N/C(=N/c2nc(C)cc(C)n2)NC(=O)c2ccccc2)cc1
→ -11	-59*	-2%	-2%	0%	-14	4.5%	7	0
O=C(OCC(=O)N1c2ccccc2Sc2ccccc21)c1cccnc1
→ -6	2	-3%	0%	-2%	2	3.9%	-6	7
O=C(NNC(=O)C1C2C=CC(C2)C1C(=O)O)c1ccccc1 (configuration not stated)
→ /	1	1%	-1%	-1%	-2	-0.2%	-8	0
Cn1cnc(S(=O)(=O)N2CCC(C(=O)Nc3ccc(Cl)c(C(F)(F)F)c3)CC2)c1
→ -5	-1	-2%	1%	10%	0	0.4%	-5	-1
O=C(CCSCc1cccc(Cl)c1)NCCc1ccccc1
→ 10	-4	-2%	-10%	1%	7	-0.1%	-10	4
CCCCC1=CC2=C(c3ccco3)C(=O)C(C)(OC(=O)c3ccc(OC)cc3)C(=O)C2=CN1CCN1CCOCC1 (configuration not stated)
→ 3	-22	-5%	3%	5%	0	-1.9%	/	2
CCC(C(=O)OC)n1cnc2c(nnn2-c2ccc(OC)cc2)c1=O (configuration not stated)
→ -11	-3	-4%	-7%	-5%	4	-0.5%	0	2
CC(C)(C)NC(NC(=O)Cc1ccccc1)C(Cl)(Cl)Cl (configuration not stated)
→ /	-18	-4%	-3%	-3%	-7	2.2%	-3	0
CCOc1cc(-c2nnc(SCC(=O)NC3CCCCC3)nc2-c2ccc(OC)c(OCC)c2)ccc1OC
→ 5	-1	-1%	-7%	-7%	-2	1.9%	-27	-1
COc1ccc(Nc2ncnc3sc(-c4ccccc4)cc23)c(OC)c1
→ 5	4	-1%	10%	-11%	-3	5.7%	-5	2
Cc1ccccc1NC(=O)Cn1c(=O)sc2ccccc21
→ 4	-9	-4%	-7%	-3%	0	3.9%	-13	4
O=C(CSc1oc(-c2ccccc2)nc1S(=O)(=O)c1ccc(Br)cc1)c1ccccc1
→ /	-10	-4%	1%	-2%	-1	2.5%	-10	4

Of the compounds above, these contain bromine.
Values in the order – D2 potentiator	D1 antagonist	GRP78 ERSR act	Vif-A3F inh	Vif-A3G inh	D1 potentiator	RXFP1 ag	RXFP1 antag	D1 ag
O=C(N/N=C/c1cc(Br)c(Br)o1)c1ccc2c(c1)OCCO2
→ -3	-3	4%	3%	?	-6	-0.9%	-24	2
CCOC(=O)C1CCCN(CCC(=O)Nc2ccc(Br)cc2)C1 (configuration not stated)
→ -17	-5	-4%	-6%	0%	-2	0.9%	-4	2
O=C(CSc1oc(-c2ccccc2)nc1S(=O)(=O)c1ccc(Br)cc1)c1ccccc1
→ /	-10	-4%	1%	-2%	-1	2.5%	-10	4

Continuation.
Values in the order – D2 potentiator	D1 antagonist	GRP78 ERSR act	Vif-A3F inh	Vif-A3G inh	D1 potentiator	RXFP1 ag	RXFP1 antag	D1 ag
O=C(CN1C(=O)NC2(CCCC2)C1=O)OCc1ccc(Br)cc1
→ -11	-66*	0%	7%	2%	-4	5.4%	3	1
CC(/C=N/NC(=O)c1cc(-c2cccn2C)n[nH]1)=C\c1ccccc1
→ -11	23	2%	-3%	-28%	-4	13%	-25	6
COc1cc(/C=N/Nc2cccc(C)c2)ccc1OC(=O)c1ccco1
→ 1	-16	2%	-2%	-12%	-3	-0.8%	-9	0
Cc1ccc(-c2nn(C)c(=O)c3ccccc23)cc1CNC(=O)c1ccccc1
→ 2	2	-1%	-2%	-11%	0	2.3%	-13	2
COc1ccc(Cl)cc1NC(=O)CN1C(=O)CSC1=O
→ -11	4	-5%	0%	0%	-8	-0.3%	4	0
NC(=O)C1CCN(C(=O)COc2ccc3ccccc3c2)CC1
→ -2	5	3%	0%	-6%	-4	1.0%	8	0
O=C(NCC1COc2ccccc2O1)c1c[nH]c2ccc(S(=O)(=O)N3CCOCC3)cc2c1=O (configuration not stated)
→ 7	-14	-7%	/	-5%	0	2.1%	10	5
CC(=O)Nc1ccc(NC(=O)CSc2nnc3ccc(-c4ccccn4)nn23)cc1
→ 15	-12	1%	0%	1%	-5	3.7%	-106*	1
CC(=O)c1cc2c(cc1NC(=O)CCn1cccc1)OCO2
→ 12	19	-2%	-5%	0%	-1	0.3%	12	7
Cc1ccc(S(=O)(=O)Nc2ccccc2N=Cc2ccc([N+](=O)[O-])cc2[N+](=O)[O-])cc1
→ /	/	-3%	8%	-28%	/	/	-2	/
Cc1ccc(C)c(NC(=O)CN(C)C(=O)Cc2coc3cc(C)c(C)cc23)c1
→ /	3	0%	-12%	-3%	-3	1.2%	26	0

A draw from above in order of molar mass, low to high.
Values in the order – D2 potentiator	D1 antagonist	GRP78 ERSR act	Vif-A3F inh	Vif-A3G inh	D1 potentiator	RXFP1 ag	RXFP1 antag	D1 ag
CC(/C=N/NC(=O)c1cc(-c2cccn2C)n[nH]1)=C\c1ccccc1
→ -11	23	2%	-3%	-28%	-4	13%	-25	6
Cc1ccc(C)c(NC(=O)CN(C)C(=O)Cc2coc3cc(C)c(C)cc23)c1
→ /	3	0%	-12%	-3%	-3	1.2%	26	0
O=C(CN1C(=O)NC2(CCCC2)C1=O)OCc1ccc(Br)cc1
→ -11	-66*	0%	7%	2%	-4	5.4%	3	1
O=C(NCC1COc2ccccc2O1)c1c[nH]c2ccc(S(=O)(=O)N3CCOCC3)cc2c1=O (configuration not stated)
→ 7	-14	-7%	/	-5%	0	2.1%	10	5

A portion of the library, so the mix of outcomes need not match the whole.
